# LMP1 NFkB inh = Epstein-Barr LMP1 NF-kappaB reporter inhibition. inhibition, % at 12.5 µM. LMP1-induced NF-kappaB luciferase reporter cells, luminescence. 350,000 tested, 0.69% active; in the data active means inhibition above about 41%;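 further: 0% = neutral control wells and 100% = reference inhibitor control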
# NOD2 RIPK2 PPI = blocks binding of human NOD2 to RIPK2. CHO BLA complementation NOD2-RIPK2, CCF4 ratio. inhibition, % at 4.98 µM. 360,000 tested, 0.38% active. AID 624267; in the data active means inhibition above about 21%;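 further: 0% = vehicle only and 100% = reference blocker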
# NCOA2 inhibitor = human SRC2 (NCOA2) inhibition; 370,000 tested, 0.17% active; AID 651957; HEK293 GAL4-SRC2 luciferase reporter, luminescence; inhibition, % at 9 µM; Q15596;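 active means inhibition above the mean inhibition of all tested compounds plus 3 SD, set per campaign, cut at about 52% in these data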;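 further: 0% = DMSO treated cells and 100% = cells given Gossypol at 36 µM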
# TROY NFkB inh = blocks TROY-dependent signaling in reporter cells; Q293 LMP1-TROYcd NF-kB luciferase reporter, 4 h; inhibition, % at 10 µM; 360,000 tested, 0.98% active; AID 1347056;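 active means compounds whose plate-normalised and pattern-corrected inhibition of the luciferase reporter signal at the single screening dose is 50% or more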
# NR2F2 inh = blocks human COUP-TFII nuclear receptor; HEK293T NGFI-A luciferase reporter, luminescence; inhibition, % at 8.6 µM; 370,000 tested, 0.7% active;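 active means inhibition above a per-plate cutoff, mean inhibition of test wells between control levels plus 3 SD, cut at about 38% in these data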;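 further: cells cotransfected with COUP-TFII expression vector driving the NGFI-A reporter; 0% = median of COUP-TF2 test wells and 100% = reporter-only cells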
# Target sequence (P24468 whole entry, looked up): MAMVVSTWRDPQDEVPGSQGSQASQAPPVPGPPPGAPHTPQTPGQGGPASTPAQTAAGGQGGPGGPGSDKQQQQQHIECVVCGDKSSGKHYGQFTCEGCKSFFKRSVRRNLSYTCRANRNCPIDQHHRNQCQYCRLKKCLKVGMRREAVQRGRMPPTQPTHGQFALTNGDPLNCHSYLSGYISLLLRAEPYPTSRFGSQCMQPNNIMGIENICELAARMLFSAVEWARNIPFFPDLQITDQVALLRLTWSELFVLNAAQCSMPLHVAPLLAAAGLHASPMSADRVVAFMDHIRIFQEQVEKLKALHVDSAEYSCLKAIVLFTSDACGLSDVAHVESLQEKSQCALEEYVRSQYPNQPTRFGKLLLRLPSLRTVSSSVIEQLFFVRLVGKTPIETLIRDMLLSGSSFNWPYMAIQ
# TRAIL sens C8 = sensitizes caspase-8 expressing cells to TRAIL; inhibition (viability loss, TRAIL sensitization), % at 10 µM; 360,000 tested, 1% active; NB7+C8 cells + TRAIL, ATPlite viability luminescence;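 active means compounds causing at least 50% loss of cell viability in the single-dose screen, relative to plate controls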
# NR5A2 inv ag = suppresses constitutive activity of human LRH-1 | O00482 | HEK293T StAR-luciferase reporter, LRH-1 transfected, 24 h | inhibition, % at 3.6 µM | 360,000 tested, 0.13% active;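 active means inhibition above the mean inhibition of all tested compounds plus 3 SD, cut at about 73% in these data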;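 further: 0% = DMSO wells and 100% = reporter-only cells lacking LRH-1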
# Target sequence (O00482 whole entry, looked up): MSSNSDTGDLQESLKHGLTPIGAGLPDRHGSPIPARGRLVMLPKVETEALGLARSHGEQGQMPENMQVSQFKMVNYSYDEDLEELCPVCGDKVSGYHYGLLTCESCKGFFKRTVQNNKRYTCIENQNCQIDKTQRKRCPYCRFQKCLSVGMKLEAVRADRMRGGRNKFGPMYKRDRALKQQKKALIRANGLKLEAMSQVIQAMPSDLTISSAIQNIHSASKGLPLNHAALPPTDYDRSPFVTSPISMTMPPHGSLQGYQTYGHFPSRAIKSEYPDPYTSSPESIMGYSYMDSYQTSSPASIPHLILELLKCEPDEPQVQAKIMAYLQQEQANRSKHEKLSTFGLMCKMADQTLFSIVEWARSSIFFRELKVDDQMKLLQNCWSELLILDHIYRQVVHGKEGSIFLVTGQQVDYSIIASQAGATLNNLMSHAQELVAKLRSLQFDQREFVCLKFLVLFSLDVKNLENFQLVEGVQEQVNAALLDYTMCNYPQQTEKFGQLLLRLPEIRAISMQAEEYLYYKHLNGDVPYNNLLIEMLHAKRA
# TLR9-MyD88 block = TLR9-MyD88 interaction inhibition; CHO BLA complementation TLR9-MyD88, CCF4 FRET ratio; inhibition, % at 4.98 µM; 340,000 tested, 0.21% active;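 active means inhibition above the mean over all tested compounds plus 3 SD, cut at about 21% in these data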;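 further: 0% = DMSO only wells and 100% = clavulanate BLA inhibitor control wells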
# NCOA3 inh = human NCOA3 inhibition; 360,000 tested, 0.17% active; inhibition, % at 3.6 µM; Q9Y6Q9; HEK293 GAL4-SRC3 luciferase reporter, luminescence; AID 588352;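 active means inhibition above a per-campaign cutoff, the mean of all compounds plus 3 SD, cut at about 60% in these data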;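 further: 0% = DMSO-treated cells and 100% = gossypol-treated cells at 36 µM; higher means less SRC3-driven luciferase light from the GAL4 reporter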
# SRC1 inh = inhibitors of human steroid receptor coactivator 1 (SRC1). HEK293 GAL4-SRC1 luciferase reporter, luminescence. inhibition, % at 3.6 µM. 360,000 tested, 0.12% active. AID 588354;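 active means inhibition above the campaign mean plus 3 SD, with each screening campaign given its own cutoff, cut at about 60% in these data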;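 further: 0% = DMSO treated cells and 100% = gossypol at 36 µM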
# Vif inh = HIV Vif inhibition. HEK293T cells, Vif self-association by quenched fluorescence, imaging, 24 h. inhibition, % at 7.49 µM. 340,000 tested, 0.35% active; in the data active means inhibition above about 50%, passing the limit was not always enough; further: some results filed as inactive read as strong as hits
# Active calls of the source: *; nt = no result given. The list is partial; the hit share may differ from the screen's.
SMILES,LMP1 NFkB inh,NOD2 RIPK2 PPI,NCOA2 inhibitor,TROY NFkB inh,NR2F2 inh,TRAIL sens C8,NR5A2 inv ag,TLR9-MyD88 block,NCOA3 inh,SRC1 inh,Vif inh
N#Cc1ccccc1OCC(=O)Nc1cc(S(=O)(=O)N2CCCCC2)ccc1N1CCOCC1,-4,-7,-10,-2,35,7,7,-1,11,-12,3
COc1ccc(CCN2CC(C(=O)NCC(=O)Nc3ccc(F)c(F)c3)CC2=O)cc1OC (stereo not drawn),1,-6,-17,9,-9,-12,4,14,13,-38,-12
Cc1c(CCC(=O)O)c(=O)oc2cc(OCc3cccc(F)c3)ccc12,2,-4,17,-7,-2,7,1,-11,-20,-10,13
COC(=O)[C@]1(C)N[C@H](c2ccc(-c3ccc(F)cc3)cc2)[C@@H]2C(=O)N(C)C(=O)[C@@H]21,8,-12,-9,-6,5,-7,22,4,-4,7,4
COCc1cccc(-c2csc(C(NC(C)=O)c3ccccc3)n2)c1 (stereo not drawn),nt,-1,25,-4,9,8,17,nt,-3,-7,-4
O=C(Cc1cccs1)N1CCN(c2cccc(Cl)c2)CC1,-2,-12,-6,-4,1,3,3,-10,-6,-3,-18
Cc1nnc(N/N=C/c2c(Cl)cccc2Cl)n1N,-1,-29,-18,11,2,-3,22,0,0,-2,5
c1ccc(CC2CCN(c3ncnc4sccc34)CC2)cc1,24,4,2,2,55*,14,32,-11,10,28,-16
CSc1nc2ccc(NC(=O)c3ccc(=O)n(C)n3)cc2s1,-13,-8,-11,-57,-45,1,-49,-1,-47,-49,0
Cc1ccc2c(CSc3nnc(N)s3)cc(=O)oc2c1,-9,-6,-26,-21,-9,3,-26,-11,-30,-24,6
Cc1ccc(NC(=O)CSc2nc(N)c3cc4c(nc3n2)CCCC4)cc1,-3,-8,-6,-33,-12,25,10,0,-20,-24,-16
COC(=O)C1=C(N)Oc2cc(C)[nH]c(=O)c2C1c1ccncc1 (stereo not drawn),-6,-9,6,-7,0,-4,0,0,17,-10,20
CCc1nnc(NC(=O)c2ccc(S(=O)(=O)N3CCCC(C)C3)cc2)o1 (stereo not drawn),3,2,15,11,8,6,14,-11,-10,-10,-1
Cc1ccc(S(=O)(=O)N2CC3(O)CN(C(=O)OC(C)C)N(C(=O)OC(C)C)CC3(OC(=O)NC3CCCC3)C2)cc1 (stereo not drawn),-7,5,2,8,14,6,-4,1,1,12,-2
O=C(Cn1ncc(N2CCOCC2)c(Br)c1=O)c1ccc(Cl)cc1,-7,-2,-23,-31,-16,-7,-38,-5,-4,0,8
CCOc1ccc(C(=O)Nc2c(C(N)=O)oc3ccccc23)cc1,-14,-11,-6,-30,-3,11,6,-5,-24,-3,nt
Cc1cccc(N2C(=O)C3C4CC(C(Br)C4Br)C3C2=O)n1 (stereo not drawn),-5,-1,14,-9,-13,-8,-8,-16,5,3,nt
COc1ccc(-c2cc(C(=O)NCC3CCCO3)c3cc(C)ccc3n2)cc1 (stereo not drawn),-15,0,-12,-61,-7,19,-30,-5,-30,-34,-19
c1ccc(CSc2n[nH]c(-c3ccco3)n2)cc1,-11,-13,-42,-2,-8,-3,-35,-9,-24,-39,0
Cc1ccc(C(=O)N2CCN(S(=O)(=O)c3ccccc3)CC2)cc1,-7,0,20,17,-22,1,4,7,8,11,4

# Reformatted: four of the compounds above.
# Values in the order: LMP1 NFkB inh | NOD2 RIPK2 PPI | NCOA2 inhibitor | TROY NFkB inh | NR2F2 inh | TRAIL sens C8 | NR5A2 inv ag | TLR9-MyD88 block | NCOA3 inh | SRC1 inh | Vif inh
> COC(=O)C1=C(N)Oc2cc(C)[nH]c(=O)c2C1c1ccncc1 (stereo not drawn)
 : -6 | -9 | 6 | -7 | 0 | -4 | 0 | 0 | 17 | -10 | 20
> Cc1ccc2c(CSc3nnc(N)s3)cc(=O)oc2c1
 : -9 | -6 | -26 | -21 | -9 | 3 | -26 | -11 | -30 | -24 | 6
> Cc1ccc(S(=O)(=O)N2CC3(O)CN(C(=O)OC(C)C)N(C(=O)OC(C)C)CC3(OC(=O)NC3CCCC3)C2)cc1 (stereo not drawn)
 : -7 | 5 | 2 | 8 | 14 | 6 | -4 | 1 | 1 | 12 | -2
> COc1ccc(-c2cc(C(=O)NCC3CCCO3)c3cc(C)ccc3n2)cc1 (stereo not drawn)
 : -15 | 0 | -12 | -61 | -7 | 19 | -30 | -5 | -30 | -34 | -19

# Continued.
SMILES,LMP1 NFkB inh,NOD2 RIPK2 PPI,NCOA2 inhibitor,TROY NFkB inh,NR2F2 inh,TRAIL sens C8,NR5A2 inv ag,TLR9-MyD88 block,NCOA3 inh,SRC1 inh,Vif inh
CCOC(=O)c1cc2c(ccn2C)n1CC(=O)N1CCC(C)CC1,4,-6,-18,6,-1,-5,19,5,11,-23,-2
O=S(=O)(NCc1ccc(Cl)cc1)c1ccc(Cl)nc1,0,0,-11,-5,-11,-2,11,-1,-8,2,-3
CCOc1cc(C(=O)NC(C)Cc2cccs2)cc(OCC)c1OCC (stereo not drawn),1,-7,11,-4,9,-5,18,-5,24,12,-11
CC(=O)N1CCc2ccccc2C1CC(=O)O (stereo not drawn),3,-2,0,21,1,0,0,11,10,-4,8
CCOCCCn1c(SCC(=O)Nc2ccc(OC)cc2)nc2ccccc2c1=O,-7,3,26,7,-2,7,5,-2,6,11,-1
COc1ccccc1NC(=O)CSc1nn2c(=O)c(C)nnc2s1,-7,1,33,4,-3,-13,2,-6,-9,-17,0
O=c1c2ccccc2nc(-c2ccco2)n1/N=C/c1ccccc1O,-3,-2,-53,-9,-24,17,-12,-5,-28,-1,-1
Cc1cc(C(=O)NC(C)C2CCCO2)c(C)o1 (stereo not drawn),-11,-14,5,15,-9,5,3,0,-3,19,0
CCCN(CCC)S(=O)(=O)c1ccc(NS(C)(=O)=O)cc1,-8,-2,-29,-14,-9,0,20,1,8,-2,-6
Cc1onc(-c2ccccc2Cl)c1C(=O)N1CCN(c2ccccc2)CC1,3,-2,-18,3,11,-7,9,-4,-4,3,0
CN(C)S(=O)(=O)c1ccc(C(=O)OCC2CC2(Cl)Cl)cc1 (stereo not drawn),-2,-12,-9,-37,-11,-3,0,2,-6,-2,13
Cc1ccc(C(=O)OC2OC(=O)C(Cl)=C2N2CCOCC2)cc1 (stereo not drawn),5,-2,-26,21,-7,0,11,-14,6,9,2
CCCN1C(=O)/C(=C\C=C2/Sc3ccccc3N2CCO)SC1=S,-4,1,7,-14,1,0,-10,4,2,11,4
CCCc1cc(C(=O)OC)c(NC(=O)c2cc(C)on2)s1,-6,0,-14,-14,-14,5,-2,0,9,-20,5
COc1ccc(S(=O)(=O)N2CCN(C(=O)c3ccc(NC(C)=O)cc3)CC2)cc1,9,10,9,-10,-18,-7,-9,-2,-2,2,14
O=C(Nc1nnc(C2CC2)s1)c1cc(Cl)sc1Cl,5,4,-43,-12,-15,-3,-52,1,-40,-11,11
COc1cccc(C(=O)NNC(=O)C2CCCO2)c1 (stereo not drawn),3,0,-17,-5,7,-5,-9,-9,2,-8,1
COCc1c(C(=O)OCC(=O)N(C)C2CCS(=O)(=O)C2)oc2ccccc12 (stereo not drawn),0,9,-18,5,2,-16,-3,4,6,-6,2
Nc1nncn1C(=O)CCCOc1ccc(Cl)cc1Cl,-1,-12,-11,-16,5,1,-15,-10,-7,-17,nt
COc1cc(NC(=O)[C@H]2O[C@@H](n3cnc4c(N)ncnc43)[C@H](O)[C@@H]2O)cc(OC)c1OC,nt,-7,-39,3,6,-7,24,nt,17,-5,5
O=C1CCC(OCc2ccccc2)CCN1CC[C@@H](Sc1ccccc1)c1ccccc1 (stereo partly drawn),nt,-4,3,-12,-4,-4,7,nt,nt,nt,nt
O=C(c1ccc(CS(=O)c2ccc(F)cc2)o1)N1CCN(C2CCCCC2)CC1 (stereo not drawn),-20,-4,4,7,2,-12,-39,-5,-3,7,-5
Cc1ccc(N(C(=O)c2snc(C(N)=O)c2N)C(CC(C)C)C(=O)NC2CCCC2)cc1 (stereo not drawn),-5,-12,-1,5,-10,-4,0,-2,3,6,4
CC1(C)Cc2c(C#N)c(NCCN3CCOCC3)nc(-c3ccco3)c2CO1,-7,4,5,-11,12,-4,1,1,-3,-10,-6
Cc1cc2nc(-c3cccc(Cl)c3)c(CC(C)(C)C)n2c(C)c1Br,nt,-15,0,-20,1,-7,19,nt,14,-1,nt
COc1ccc(C(=O)CNc2ccccc2CO)cc1,-16,-4,-4,-21,-39,3,-11,-1,-31,-22,-2
CN(Cc1ccccc1)C(=C(Cl)Cl)/C(=C1/NCCN1C)[N+](=O)[O-],-6,11,-21,4,7,-2,-2,5,-14,-3,-6
COc1ccc(CN2CCC2(C)C(=O)NCCNC(C)=O)c2ccccc12 (stereo not drawn),nt,-19,-11,-6,-18,-1,-32,nt,-18,15,-5
COC(=O)CN1C(=O)N/C(=C/c2cc3c(cc2OC)OCO3)C1=O,11,1,-11,-2,11,14,10,-3,-8,-16,-8
O=C(COC(=O)c1cnccn1)NCCc1ccc(Cl)cc1Cl,0,-10,4,-47,0,-9,-19,-7,-7,-34,-3
CCOC(=O)N1CCN(C(=O)CSc2nnc(-c3cccs3)o2)CC1,0,-7,-2,3,5,-10,7,-6,6,12,11
O=C(Cn1c(=O)sc2ccccc21)NCc1ccccn1,-20,-11,-19,-30,-30,1,-63,-5,-19,-8,2
COC(=O)NNC(=S)NCc1ccc(C)cc1,4,-9,9,-4,-3,-9,6,1,17,-4,-4
COc1ccc(-c2c(C#N)c(N)nc3c2c(=O)n(C)c(=O)n3C)cc1,4,2,4,-3,-6,-2,-8,-6,4,1,-8
CSCCC(C(=O)NC1CCCC1)n1c(-c2ccccn2)nc2ccccc21 (stereo not drawn),nt,2,4,nt,-3,-6,31,nt,nt,nt,nt
Cc1ccccc1C(=O)N[C@H](C(=O)Nc1ccc(Cl)c(Cl)c1)C(C)C,0,-6,1,-8,-26,-6,2,-1,-2,20,-1
Cc1ccc(CNc2cnn(C34CC5CC(CC(C5)C3)C4)c(=O)c2Cl)cc1,2,6,10,-12,10,2,10,0,13,-6,nt
CCOCc1[nH]c(=S)[nH]c(=O)c1Cc1ccc(OC(C)C)cc1,-4,-6,-22,12,-17,-5,8,0,2,-39,4
CCOC(=O)C1=C(c2ccccc2)N=c2s/c(=C\c3ccco3)c(=O)n2C1c1cccs1 (stereo not drawn),-2,-1,0,-3,2,-6,12,6,3,-5,-3
CCn1c(COc2ccc(Cl)cc2)nnc1SC1CCc2ccccc2C1=O (stereo not drawn),-5,10,-59,20,7,-15,14,15,17,-23,-2
COc1ccc(-c2nnc(SC(C)C(=O)Nc3nccs3)n2-c2ccccc2)cc1OC (stereo not drawn),3,-7,-3,-4,-19,15,17,1,21,-12,14
Cc1ccc(C2OC34CCCCCC3C(C#N)(C(=N)O4)C2(C#N)C#N)cc1 (stereo not drawn),6,-4,11,5,-14,3,2,12,14,2,-3
Cc1ccc(C)c(C(=O)COC(=O)CCCC(=O)Nc2cc(C(F)(F)F)ccc2Cl)c1,0,-8,-13,-28,5,18,0,-3,15,4,3
Cc1cccc(Nc2nc(NCCCN3CCOCC3)nc(N)c2[N+](=O)[O-])c1,-5,1,1,-5,5,-26,-11,-15,-10,2,0
COc1cccc(OC)c1C(=O)Nn1c(-c2cccc(C)c2)nc2ccccc2c1=O,-3,-4,-24,5,-3,-2,17,-6,-7,1,6
Cc1cc(Cl)nc(-c2ccccc2O)n1,1,-1,3,19,8,13,-4,0,15,-7,3

# Compound activity as filed in PubChem BioAssay.
